Compound activity from PubChem BioAssay.
uPA generation: blocks generation of uPA at the cell surface. AID 540303. 0.31% of 330,000 active. Potency, µM (doses to about 38.3 µM), for the others: top-dose activity change, negative = inhibition, hits mostly inhibitors. cell surface uPA generation assay, qHTS; active means well fitted inhibition curve with a large enough effect; inconclusive means small, poorly fitted or top-dose-only effect; inactive means no such curve, though single readings can be large or run the other way; tested in mouse RAW 264.7 cells; further: potency means the concentration at half of the fitted maximal effect; on the % scale 0 is the no-effect control and ±100 the full control effect; nearly all actives have a fitted effect of over 55% in size
Rab9 promoter act: activators of Rab9 promoter. 2.8% of 320,000 active. Potency, µM (series often up to 9.22 µM), for the others: at the highest dose activation, negative = inhibition, hits mostly activators. Huh7 Rab9 promoter-luciferase reporter, luminescence, 24 h. AID 485297; further: potency means the concentration at half of the fitted maximal effect; % of control where 0% means no effect; nearly all actives have a fitted effect of over 60% in size
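Stable Rab9-luc Huh7, 1500 cells/well, 2 h settle; cmpd in DMSO, 24 h, 37 °C/5% CO2; luciferase reagent 10 min RT; luminescence.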
Gal4-VP16 FLuc: counter-screen for ROR gamma inhibitors: Gal4-VP16 reporter; Potency, µM (highest dose often 53.6 µM), for the others: top-dose activity, negative = inhibition, most hits filed as inhibitors; AID 2546; Drosophila S2 Gal4-VP16 UAS-luciferase, luminescence, 20 h; 3.5% of 310,000 active;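 further: Gal4-VP16 expression switched on by copper sulfate through the metallothionein promoter; potency means the concentration at half of the fitted maximal effect; on the % scale 0 is the no-effect control and ±100 the full control effect; nearly all actives have a fitted effect of over 50% in size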
Coupling enz: inhibits coupling enzyme system, counter-screen for aldolase hits; 0.67% of 290,000 active; coupling enzyme system counterscreen, AmpLite Red fluorescence; activity change, negative = inhibition, % at 58.2 µM, hits read low; in the data active means activity change below about -30%; further: on the % scale 0 is the no-effect control and ±100 the full control effect
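Counterscreen of the coupled detection system alone, without aldolase: glyceraldehyde-3-phosphate coupling enzymes plus AmpLite Red readout. Compounds at 57.5 uM final, 10 min RT preincubation, 20 min RT reaction, fluorescence 525/598 nm.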
Tb PFK block: T. brucei PFK enzyme inhibition; 0.17% of 330,000 active; T. brucei PFK, ADP-Glo luminescence; O15648; Potency, µM (top dose mostly 57.5 µM), for inactives: top-dose activity, negative = inhibition, usual class: inhibitors;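 further: potency means the concentration at half of the fitted maximal effect; 0% = uninhibited 1x PFK enzyme wells and -100% = no-enzyme wells; nearly all actives have a fitted effect of over 60% in size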
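PFK 1.25 nM, F6P 0.5 mM, ATP 0.1 mM, 0.1 M TEA pH 8.0, 5 mM MgCl2, 0.01% Tween20, 0.1% BSA; 45 min RT. ADP-Glo readout. qHTS titration up to 57 uM; curves fitted, compounds curve-classed.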
ELG1 genotox: inducers of genotoxicity in HEK293T ELG1-luciferase cells; Potency, µM (highest dose often 46 µM), for inactives: at the top dose activity change, positive = activation, most hits filed as activators; AID 504466; 1.3% of 330,000 active; HEK293T ELG1-luciferase reporter, luminescence, 16 h; further: potency means the concentration at half of the fitted maximal effect; % of control where 0% means no effect; nearly all actives have a fitted effect of over 60% in size
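DMSO vehicle served as control against compound-treated ELG1-luciferase HEK293T cells; exposure lasted 16 hr at 37 °C and 5% CO2, followed by ONE-Glo luminescence detection after 30 min.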
FLuc counter: firefly luciferase modulation, counter-screen for miR-21 project; AID 588342; Potency, µM (series often up to 57.5 µM), for inactives: top-dose activity change, negative = inhibition, actives largely listed as inhibitors; 6.9% of 360,000 active; purified FLuc, Km substrates, luminescence inhibition;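 further: potency means the concentration at half of the fitted maximal effect; plate controls were vehicle for no effect and reference inhibitor for full effect; nearly all actives have a fitted effect of over 55% in size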
Target sequence (P08659 whole entry, looked up): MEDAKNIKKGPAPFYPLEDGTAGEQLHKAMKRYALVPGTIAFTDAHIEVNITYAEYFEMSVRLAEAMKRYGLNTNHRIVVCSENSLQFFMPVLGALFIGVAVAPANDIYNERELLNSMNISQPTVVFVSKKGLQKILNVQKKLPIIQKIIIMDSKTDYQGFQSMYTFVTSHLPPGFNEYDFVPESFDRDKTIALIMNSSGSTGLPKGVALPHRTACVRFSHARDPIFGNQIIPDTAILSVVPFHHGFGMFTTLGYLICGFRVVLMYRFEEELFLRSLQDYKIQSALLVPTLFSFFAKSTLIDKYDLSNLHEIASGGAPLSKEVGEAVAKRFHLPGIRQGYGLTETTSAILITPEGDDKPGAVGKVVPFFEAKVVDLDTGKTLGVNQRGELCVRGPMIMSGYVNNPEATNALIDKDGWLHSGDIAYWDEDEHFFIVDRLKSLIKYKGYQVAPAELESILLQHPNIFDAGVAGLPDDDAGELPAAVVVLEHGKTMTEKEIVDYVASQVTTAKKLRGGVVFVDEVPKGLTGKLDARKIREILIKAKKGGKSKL
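Purified P. pyralis luciferase, 10 nM final, with Km-level 10 uM D-luciferin and 10 uM ATP in 50 mM Tris acetate pH 7.5, 10 mM Mg acetate, 0.01% Tween-20, 0.05% BSA; 6-point qHTS titration about 60 µM downward; luminescence read.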
KCNH2 3.1 inh: KCNH2 3.1 (human) potassium channel inhibition; AID 720553; activity change, % (tested at about 1.8 µM); 0.95% of 340,000 active; U2OS KCNH2 3.1, thallium flux FluxOr; hits give low values;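 active means maximum activity change below -70%; inconclusive means maximum activity change from -70% to -50%; inactive means maximum activity change above -50%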;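 further: thallium influx rate constant from kinetic fluorescence after stimulation buffer; on the % scale 0 is the no-effect control and ±100 the full control effect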
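Thallium flux via FluxOr fluorescence (Red40 quencher, 45 min loading) in U2OS cells virally expressing the KCNH2 3.1 isoform (1.77 x 10^8 /mL virus, overnight at 37 C). Rate constants from 2-min kinetic reads post-stimulation, normalised to positive and negative controls.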
RORg inh: inhibitors of mouse ROR gamma transcriptional activity; P51450; Drosophila S2 Gal4-RORgamma UAS-luciferase reporter, 20 h; 5.4% of 310,000 active; Potency, µM (top dose mostly 53.6 µM), inactives show at the top dose activity change, negative = inhibition, actives largely listed as inhibitors; AID 2551; further: potency means the concentration at half of the fitted maximal effect; on the % scale 0 is the no-effect control and ±100 the full control effect; nearly all actives have a fitted effect of over 60% in size
Target sequence (P51450 whole entry, looked up, the tested form may be a part): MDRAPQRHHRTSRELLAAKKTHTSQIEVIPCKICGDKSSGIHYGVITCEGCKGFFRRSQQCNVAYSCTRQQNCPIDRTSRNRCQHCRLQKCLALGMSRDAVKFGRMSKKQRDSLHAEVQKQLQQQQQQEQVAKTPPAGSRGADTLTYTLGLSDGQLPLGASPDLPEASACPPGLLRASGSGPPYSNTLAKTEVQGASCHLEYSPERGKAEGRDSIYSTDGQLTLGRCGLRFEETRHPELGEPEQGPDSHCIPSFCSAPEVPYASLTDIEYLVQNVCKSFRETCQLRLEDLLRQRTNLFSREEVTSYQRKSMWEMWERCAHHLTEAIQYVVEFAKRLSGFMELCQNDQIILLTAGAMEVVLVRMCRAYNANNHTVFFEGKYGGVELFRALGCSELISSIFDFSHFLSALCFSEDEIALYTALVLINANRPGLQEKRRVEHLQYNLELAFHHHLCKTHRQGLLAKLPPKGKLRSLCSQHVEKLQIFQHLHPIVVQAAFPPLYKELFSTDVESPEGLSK
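Stably transfected Drosophila Schneider cells are the test system, with ROR gamma fused to Gal4 and luciferase under UAS control; luminescence is read after 20 hr of 700 uM copper sulfate induction at ambient temperature.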
NPC1 promoter act: activators of NPC1 promoter | AID 485313 | 2.4% of 320,000 active | Huh7 NPC1 promoter luciferase reporter, 24 h | Potency, µM (series often up to 9.22 µM), for inactives: at the highest dose activation, actives largely listed as activators;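 further: potency means the concentration at half of the fitted maximal effect; % of control where 0% means no effect; nearly all actives have a fitted effect of over 60% in size; reporter is driven by a mutant NPC1 promoter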
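Luminescence from an NPC1 promoter-driven luciferase reporter in stably transfected Huh7 cells was measured after 24 h compound treatment at 37 °C, followed by 10 min ambient incubation with luciferase detection reagent.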
Giardia killer: kills Giardia lamblia. 0.15% of 340,000 active. Giardia lamblia trophozoite viability. activity change, % at 7.66 µM, hits read low. AID 540267; in the data active means activity change below about -80%; inconclusive means between about -30% and that limit;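 further: parasites exposed to compound for two days anaerobically before the ATP read; on the % scale 0 is the no-effect control and ±100 the full control effect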
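Giardia trophozoites, 100 cells per well, were exposed to compounds for 48 hrs at 37 deg C under anaerobic conditions; viability was then read as ATP content by bioluminescence after 15-30 min at room temperature.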
Active calls of the source: *; ? = inconclusive; · = no result given; [ ] = dose if it differs, or a comment. Unless noted, the call rests on the fitted dose curve; in most records, active means well fitted curve in the direction sought with a large enough effect; inconclusive means small, poorly fitted or top-dose-only effect, or another doubt; inactive means no such curve, though single readings can be large; an effect the other way counts as inactive or inconclusive. The order is random, and some 14% of all compounds hit somewhere here.

SMILES	uPA generation	Rab9 promoter act	Gal4-VP16 FLuc	Coupling enz	Tb PFK block	ELG1 genotox	FLuc counter	KCNH2 3.1 inh	RORg inh	NPC1 promoter act	Giardia killer
O=S(=O)(NOCc1ccc(Cl)cc1)c1ccc(Cl)cc1	-13%	-1%	-4%	-1	0%	0%	-8%	-3	4%	0%	-28
COc1ccccc1/C=N/OC(=O)c1ccc(C)cc1	-2%	-1%	3%	0	8%	4%	1.9µM*	-10	-6%	-7%	2
COc1cc(/C=N/NC(=O)CCn2nnc3ccccc32)ccc1O	-5%	2%	-2%	3	0%	4%	15µM*	2	39%	1%	-13
Nc1ncnc(Sc2ncccn2)c1[N+](=O)[O-]	?	-18%	7.1µM*	-3	-10%	?	0%	6	4µM*	-22%	1
O=C(NCCCl)Nc1ccc(Cl)c([N+](=O)[O-])c1	6%	-1%	2%	0	-18%	-11%	-3%	15	6%	-2%	-5
O=[N+]([O-])c1cccc(CN2CCN(c3cccc4[nH]ccc34)CC2)c1	15%	0%	-15%	2	-8%	-1%	-14%	-7	8%	0%	34[activator]
Cc1nn(C2CCCCC2)c(N)c1-c1ccccc1	4%	-2%	0%	1	1%	-2%	?	-4	9%	-5%	-3
Cc1cccc(NC(=O)CN2C(=O)N/C(=C/c3cc(C)n(C(C)C)c3C)C2=O)c1	10%	-1%	8%	2	4%	3%	?	11	35%	1%	-7
Fc1ccccc1-c1n[nH]c(=S)n1CC1CCCO1 (stereo unspecified)	4%	0%	-11%	0	0%	2%	-10%	5	11µM*	-2%	5
COc1cc(/C=N/NC(=O)c2cccnc2)ccc1OCC(=O)Nc1c(C)cc(C)cc1C	1%	-5%	-6%	-5	-2%	-5%	7%	·	-4%	-2%	9
COc1ccc(C2=NN3C(C2)c2ccccc2OC32C(=O)N(C)c3ccccc32)cc1 (stereo unspecified)	-12%	4%	-11%[0.365 µM]	-6	0%	15µM*	11µM*	5	-13%	3%	-15
O=C(NCc1ccco1)c1ccc(F)c(S(=O)(=O)N2CCCCC2)c1	-1%	-1%	7%	0	1%	-4%	0%	23	-5%	-3%	-3
CCOC(=O)c1ccc(Oc2c(C)oc3cc(OS(C)(=O)=O)ccc3c2=O)cc1	-3%	-9%	-3%	0	-3%	-1%	5%	0	?	-2%	17
O=C1CC(Sc2ncn[nH]2)C(=O)N1c1ccccc1 (stereo unspecified)	-6%	-4%	1%	0	5%	-3%	-1%	12	?	1%	-3
CCOCCCNC(=O)N[C@@H](Cc1ccccc1)C(=O)OC	-9%	-3%	0%	2	-6%	0%	-1%	0	-19%	-3%	-17
CCc1nnc(NC(=O)c2c(O)c3c([nH]c2=O)CCCC3)s1	-2%	30%	5%	1	-9%	16%	-3%	3	-26%	22%	-8
CC(=O)Nc1ccc(S(=O)(=O)N(C)CC(=O)OC2CCCCC2=O)cc1 (stereo unspecified)	5%	-2%	·	·	1%	1%	4%	-3	·	0%	-7
CN(CCCNC(=O)c1ccc(N2CCCC2=O)cc1)c1ccccc1	-2%	2%	-5%	1	-8%	-2%	-19%	2	?	-1%	39[activator]
CCOC(=O)c1c(S(=O)(=O)NCCc2ccc(OC)c(OC)c2)c(C)n(C)c1C	-9%	0%	1%	1	-15%	8%	-2%	-1	-1%	-1%	-15
COc1ccc(N(CC(O)CN2CCCCC2)S(=O)(=O)c2ccc(C)cc2)cc1 (stereo unspecified)	1%	-2%	-5%	2	-12%	0%	2%[2.3 µM]	?	3%	1%	-12
O=C(COc1ccc(C2SCCS2)cc1)NNC(=O)C(Cl)Cl	-1%	22%	3%	11	0%	?	?	9	-18%	23%	-6
CCOC(CNC(=O)c1ccc2c(c1)nc(C)n2-c1cccc(F)c1)OCC	-2%	5%	3%	0	0%	3%	0%	6	44%	0%	-6
CN(C)CCCN1CC(C(=O)O)CC1=O (stereo unspecified)	1%	10%	-7%	6	-1%	-1%	-2%	-1	-8%	13%	-23
N/C(=N\OC(=O)CCC1CCCC1)c1ccc([N+](=O)[O-])cc1	2%	0%	-16%	-2	-3%	9%	?	3	25%	-2%	10
O=C(Nc1ccccc1C(=O)N1CCOCC1)c1noc2c1CCCC2	·	-3%	3%	6	3%	0%	0%	8	12%	3%	-5
CCCn1nc(NS(=O)(=O)c2ccccc2)c2cc3cc(C)ccc3nc21	7%	-4%	-14%	0	9%	0%	17µM*	8	15%	2%	-14
CCOC(=O)c1c(C)[nH]c(C(=O)CSc2nc3ccccc3o2)c1C	-1%	-2%	15%	4	0%	5%	9%	-13	19%	-5%	-9
CCCn1nnnc1NCc1ccccc1OCC	-5%	-3%	-1%	-1	-3%	2%	1%	9	0%	0%	23
CCOC(=O)N1CCC(N2C(=O)c3ccc(C(=O)Nc4ccc(OC)cc4)cc3C2=O)CC1	2%	-4%	14%	·	3%	-4%	-1%	-8	2%	1%	1
CCc1nnc(NC(=O)C2CCN(C(=O)NC3CCCCC3)CC2)s1	2%	7%	-11%	7	-2%	0%	-1%	9	-14%	-5%	-15
Cc1ccc2nc(SCC(=O)Nc3nnc(SCC(N)=O)s3)[nH]c2c1	·	-1%	-6%	4	4%	0%	17µM*	-10	-4%	-1%	17
N#CCC(=O)c1sccc1-n1cccc1	3%	-4%	3%	-8	2%	2%	?	21	16%	-6%	-16
O=C(N/N=C\c1cccnc1)c1ccc(Cl)cc1Cl	-10%	2%	27%	1	0%	1%	?	1	2%	0%	9
O=C(O)CC(SCC(=O)NC1CCCc2ccccc21)C(=O)O (stereo unspecified)	6%	-4%	-4%	-1	-10%	0%	0%	-13	0%	0%	-7
COc1ccc(C2C(C#N)=C(C)NC(C)=C2C(=O)OC(C)C)c(OC)c1 (stereo unspecified)	-4%	2%	1%	0	-2%	6%	-3%	0	4%	-4%	25
COc1ccc(OC)c(C2C(C(=O)c3ccc(C)o3)=C(O)C(=O)N2CCN2CCOCC2)c1 (stereo unspecified)	-3%	-3%	-5%	·	0%	0%	3%	0	-17%	19%	0
CCCN1CCN(C(=O)c2cc(COc3ccc4ncccc4c3)on2)CC1	-5%	-16%	20µM*	-3	-4%	-6%	-6%	-6	13µM*	-11%	-2
CCOc1ccc(NC(=O)N(c2ccccc2)c2ccccc2)cc1	-1%	-1%	-11%	9	0%	3%	?	9	5%	-7%	-7
Cc1cc2c(c(=O)n1-c1ccccc1)C1O[C@](c3ccsc3)(Cc3ccccc31)O2	·	0%[1.84 µM]	?	-2	0%[11.5 µM]	·	-16%[11.5 µM]	·	-8%[10 µM]	1%[1.84 µM]	·
CCOC(=O)C1=C(C)N(C)C(=S)NC1c1ccccc1 (stereo unspecified)	0%	3%	8.9µM*	4	?	0%	-2%	-6	6.3µM*	1%	6
N#C/C(=C/c1cn[nH]c1-c1ccc(Br)cc1)C(=O)O	2%	-4%	-1%	1	2%	-19%	-18%	-7	4%	-2%	5
Cc1ccc(NC(=O)c2ccccc2NC(=O)c2cccnc2)cc1	4%	-1%	-15%	-1	-6%	-5%	-1%	13	10%	-1%	10
CCCOc1ccc(/C=N/NC(=O)CSc2ccccn2)cc1OC	-2%	?	-9%	-1	-4%	13%	11µM*	3	6%	2%	37[activator]
Cc1cc(C)nc(N(C#N)Cc2ccc(Br)cc2)n1	-4%	-7%	-26%	-1	-9%	13%	3%	5	31%	0%	5
Cc1ccc(NC(=O)CSCC(=O)N(C)CC(=O)Nc2cccc(F)c2)cc1	-1%	0%	·	·	0%	4%	?	2	·	-1%	-1
COc1ccc(CNC(=O)C(=O)NCc2cccnc2)cc1	2%	-1%	8%	-1	1%	0%	-14%	-13	-2%	-1%	-20
O=C(CCc1nc2ccccc2[nH]1)Nc1ccccc1F	-13%	-5%	4%	0	1%	0%	-5%	0	16%	-4%	13
Cc1cnc(C(=O)OCC(=O)NCc2ccccc2)cn1	0%	17%	-4%	-1	0%	-2%	4%	-10	6%	-1%	-17
CCn1c(SCC(=O)N2CCOCC2)nnc1C(C)NC(=O)c1ccccc1 (stereo unspecified)	-12%	7%	2%	2	2%	2%	-1%	8	-38%	1%	11
O=C(COC(=O)CCc1c[nH]c2ccccc12)NCc1ccc2c(c1)OCO2	·	-4%	1%	-1	-4%	0%	3%	5	0%	2%	14
COc1ccc(OC)c(CNC(=O)CCc2nc(-c3cccs3)no2)c1	-1%	0%	6%	-6	-7%	3%	4%	-11	8%	-3%	23
O=C(N/N=C\c1cc([N+](=O)[O-])ccc1N1CCCC1)c1ccccn1	9%	-4%	9%	0	1%	-6%	2%	-16	14%	-5%	-15
Cc1cc(C)cc(SCc2noc(C(=O)NCCCN3CCOCC3)c2C(=O)NCCCN2CCOCC2)c1	-17%	-7%	7%	3	-6%	4%	1%	-4	-15%	-3%	-3
